GLS inhibitor: blocks human kidney-isoform glutaminase activity; O94925; GLS enzymatic activity, qHTS titration; Potency, µM (titrated, usually from 45.5 µM), for the others: at the top dose activity change, negative = inhibition, usual class: inhibitors; 0.21% of 410,000 active; AID 624170; note: % is set by controls: 0 for no effect and ±100 for the full control effect
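hKGA in 45 mM KH2PO4 pH 8.2, 0.02% Tween-20 with pin-transferred compounds; 1 mM L-glutamine (stock) plus glutamate oxidase/HRP/Amplex Red coupling added. Fluorescence read initially and after 30 min at RT.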
G9a block: G9a (human) methyltransferase inhibition | Potency, µM (doses to about 102 µM), inactives show at the highest dose activity, negative = inhibition, usual class: inhibitors | G9a H3K9 monomethylation, AlphaScreen, 2 h | Q96KQ7 | 8.8% of 350,000 active; note: % is set by controls: 0 for no effect and ±100 for the full control effect; nearly all actives have a fitted effect of over 75% in size
Target sequence (Q96KQ7 913-1193 limits assumed): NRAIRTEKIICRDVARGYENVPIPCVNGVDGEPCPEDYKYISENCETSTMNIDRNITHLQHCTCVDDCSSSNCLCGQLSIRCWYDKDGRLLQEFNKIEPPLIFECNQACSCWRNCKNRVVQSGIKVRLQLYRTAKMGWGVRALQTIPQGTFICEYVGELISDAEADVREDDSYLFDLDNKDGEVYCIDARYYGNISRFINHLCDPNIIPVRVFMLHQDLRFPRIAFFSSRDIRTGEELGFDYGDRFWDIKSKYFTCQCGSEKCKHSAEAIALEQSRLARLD
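G9a (20 nM) was preincubated 15 min with compound, then reacted 2 h at room temperature with 500 nM biotin-H3K9 peptide and 20 µM SAM. Monomethyl-H3K9 detected by AlphaScreen using anti-H3K9me1 antibody.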
BAZ2B inh: BAZ2B (human) inhibition. Q9UIF8. AlphaScreen BAZ2B-H3K14Ac peptide displacement. Potency, µM (highest dose often 114 µM), for the others: top-dose activity change, negative = inhibition, usual class: inhibitors. 4.4% of 360,000 active. AID 504333; note: % is set by controls: 0 for no effect and ±100 for the full control effect; nearly all actives have a fitted effect of over 60% in size
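Protein-peptide AlphaScreen: BAZ2B 50 nM, b-H3K14Ac 50 nM, 1x PBS pH 7.4 + 0.01% Tween-20. Preincubation 30 min RT; cpd 30 min RT (top 110 uM); beads 20 min RT, light-protected.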
HP1b binding inh: inhibitors of HP1-beta chromodomain binding to methylated histone tails. P83916. AlphaScreen HP1-beta / biotin-H3K9me3 peptide binding. Potency, µM (highest dose often 114 µM), without a hit: top-dose activity change, negative = inhibition, usual class: inhibitors. 0.56% of 390,000 active; note: nearly all actives have a fitted effect of over 70% in size; inactives centre near 23
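HP1-beta protein (50 nM final) preincubated 30 min at room temperature with biotinylated H3(1-18)K9me3 peptide (50 nM) in PBS pH 7.4, 0.01% Tween-20, then compound added for 30 min. AlphaScreen streptavidin donor/nickel chelate acceptor beads (10 ug/mL final), 30 min dark, luminescence read.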
JMJD2A Tudor: inhibitors of human JMJD2A Tudor domain; O75164; AlphaScreen JMJD2A-Tudor / H3K4me3 peptide binding; Potency, µM (top dose mostly 114 µM), for the others: at the top dose activity change, negative = inhibition, hits mostly inhibitors; 4.4% of 390,000 active; AID 504339; note: % is set by controls: 0 for no effect and ±100 for the full control effect; nearly all actives have a fitted effect of over 50% in size
Pin1 inh: blocks the human prolyl isomerase Pin1; Q13526; Pin1 FP peptide displacement, HiFluor488, 10 min; Potency, µM (doses to about 115 µM), for the others: at the highest dose activity, negative = inhibition, actives largely listed as inhibitors; 0.009% of 390,000 active; AID 504891; active = well fitted inhibition curve with a large enough effect in the polarisation, with a control signal flat, not every such curve was filed as active; inconclusive = small, poorly fitted or top-dose-only effect, or effect the other way, or a change in a side signal; inactive = no such curve, though single readings can be large or run the other way; the % refers to the polarisation; note: % is set by controls: 0 for no effect and ±100 for the full control effect
Pol iota inh: inhibitors of human DNA polymerase iota; Pol iota fluorescent replication assay, 10 min; Potency, µM (highest dose often 115 µM), without a hit: at the highest dose activity, negative = inhibition, actives largely listed as inhibitors; 1% of 390,000 active; AID 588590
Target sequence (Q9UNA4 whole entry, looked up): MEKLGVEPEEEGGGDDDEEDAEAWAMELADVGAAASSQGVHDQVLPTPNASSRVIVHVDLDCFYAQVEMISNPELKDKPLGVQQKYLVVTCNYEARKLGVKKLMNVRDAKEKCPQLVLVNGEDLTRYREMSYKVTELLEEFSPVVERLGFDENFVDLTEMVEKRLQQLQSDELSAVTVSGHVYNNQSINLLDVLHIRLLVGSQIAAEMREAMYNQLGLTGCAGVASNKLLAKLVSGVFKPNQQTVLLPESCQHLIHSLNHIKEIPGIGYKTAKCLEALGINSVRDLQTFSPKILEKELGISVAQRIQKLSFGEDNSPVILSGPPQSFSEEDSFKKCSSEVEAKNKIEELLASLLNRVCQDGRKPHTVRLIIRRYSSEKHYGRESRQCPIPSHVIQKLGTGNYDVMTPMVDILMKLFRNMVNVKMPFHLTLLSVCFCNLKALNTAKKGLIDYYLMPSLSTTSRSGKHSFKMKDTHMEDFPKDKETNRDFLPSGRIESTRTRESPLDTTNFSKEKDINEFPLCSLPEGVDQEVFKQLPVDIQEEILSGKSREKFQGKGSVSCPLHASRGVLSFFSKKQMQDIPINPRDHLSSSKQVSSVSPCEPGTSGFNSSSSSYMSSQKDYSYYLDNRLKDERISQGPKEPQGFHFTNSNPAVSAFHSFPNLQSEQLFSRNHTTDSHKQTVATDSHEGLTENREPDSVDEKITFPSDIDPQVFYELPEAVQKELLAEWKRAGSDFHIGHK
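Fluorescent replication assay read twice, at 0 min and 10 min after adding 50 nM (final) substrate. Enzyme (10 nM) and compounds were first incubated 15 min at room temperature; enzyme-free buffer wells were negative controls.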
Tb PGK inh: T. brucei PGK inhibition | P07378 | PGK/GAPDH coupled, Kinase-Glo luminescence, 60 min | Potency, µM (top dose mostly 57.5 µM), inactives show at the top dose activity change, negative = inhibition, usual class: inhibitors | 0.043% of 380,000 active | AID 602233; note: % is set by controls: 0 for no effect and ±100 for the full control effect; nearly all actives have a fitted effect of over 60% in size
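Recombinant glycosomal PGK reaction used 1,3-bisphosphoglycerate generated in-well by GAPDH (100nM final) in 100mM TEA pH 7.6, 5mM MgCl2, 0.01% Tween-20. After 60 minutes at room temperature, ATP was read by Kinase-Glo Plus luminescence end-point.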
BLM inh: blocks DNA unwinding by human BLM helicase. recombinant BLM DNA unwinding, fluorescence dequenching. Potency, µM (highest dose often 56.1 µM), for inactives: top-dose activity change, negative = inhibition, hits mostly inhibitors. 0.2% of 350,000 active. P54132. AID 2528;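 note: plate controls were vehicle for no effect and no enzyme for full effect; nearly all actives have a fitted effect of over 35% in size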
* = called active by the depositor; i = inactive; ? = inconclusive; nt = no result given; & = joins results of further samples; [ ] = dose if it differs, or a comment. Unless noted, calls come from the whole dose curve; as a rule, active = well fitted curve in the direction sought with a large enough effect; inconclusive = small, poorly fitted or top-dose-only effect, or another doubt; inactive = no such curve, though single readings can be large; an effect the other way counts as inactive or inconclusive. Potency is the fitted concentration of half-maximal effect. Not all compounds are listed; the hit share may differ from the screen's.

Pol iota inh,GLS inhibitor,compound,Tb PGK inh,BLM inh,Pin1 inh,HP1b binding inh,JMJD2A Tudor,BAZ2B inh,G9a block
10%,6%,Cc1ccccc1CNC(=O)c1cc2ccccc2o1,-4%,nt,2%,-11%,-17%,nt,nt
44%[activator],-1%,COc1ccc(C2CCCN2C(=S)Nc2cccc(Cl)c2)cc1OC (stereo unspecified),-10%,-9%,0%,29%,-12%,-9%,?
13%,4%,Cc1cc(C)c(S(=O)(=O)c2ccccc2C(=O)O)c(C)c1,5%,-13%,-1%,20%,-11%,-1%,?
5%,0%,O=C(Nc1nnc(CC(c2ccccc2)c2ccccc2)s1)c1ccco1,-7%,-5%,5%,32%[activator],-16%,-19%,-4%[59 µM]
8%,-3%,O=C(CSCC(=O)N1CCOCC1)Nc1ccccc1,-2%,-4%,-8%,20%,3%,39%,45µM*
20%,14%,NC(=S)NN=C1c2ccccc2-c2cc(Br)ccc21,-3%,nt,3%,?,?,nt,nt
?,-7%,O=C(c1ccccc1)C1OC1C(=O)c1ccccc1 (stereo unspecified),-3%,nt,3%,10%[57 µM],-11%,nt,nt
18%,1%,O=C(O)Cc1ccc(C(=O)c2ccc(Cl)cc2Cl)s1,-6%,-6%,-2%,135%[activator],118%[activator],166%[activator],9%
42%[activator],1%,CCOc1ccccc1/C=N/n1nnnc1N,2%,1%,3%,12%,-3%,4%,nt
17%,3%,Cc1nc(SCC(=O)NCC2CCCO2)nc(C)c1C (stereo unspecified),0%,nt,4%,60%[activator],-2%,nt,nt
40%[activator],-2%,O=S(=O)(c1cccs1)N1CCN(Cc2cccc(F)c2)CC1,7%,-2%,-27%,58%[activator],12%,-1%,-8%
-7%,-4%,COc1ccc(C(=O)Nc2nc3n(n2)C(c2ccc(Cl)cc2)C=C(c2ccccc2)N3)cc1OC (stereo unspecified),9%,-6%,?,26%,56µM*,28µM*,?
-4%&22%,-2%&-2%,Cc1ccc(CNC(=O)CCS(=O)(=O)c2cc3c(cc2C)NC(=O)CO3)cc1,-4%&7%,0%&4%,5%&-3%,37%&46%,-13%&0%,7%&-12%,6%
48%[activator],-10%,CCC(=O)Nc1ccc(NC(=O)CSc2nc3c(c(=O)n(C)c(=O)n3C)n2CC)cc1,i,1%,-3%,3%,-5%,2%,2%
25%,-3%,CC(=O)c1cccc(NC(=O)c2c(N3CCCC3=O)c3cc(F)ccc3n2C)c1,-7%,-1%,-9%,49%[activator],-2%,-13%,?
16%,13%,COc1ccc(N2CCN(C(=O)COC(=O)CSc3ccccc3)CC2)cc1,i,nt,-7%,-12%,?,?,16µM*
12%,0%,CC(C)(C)NNC(=S)Nc1cccc(F)c1,-4%,0%,3%,-11%,-5%,-2%,nt
43%[activator],1%,CCCCn1c(N)c(N(CC(C)C)C(=O)C2CCN(S(=O)(=O)c3ccc(F)cc3)CC2)c(=O)[nH]c1=O,4%,0%,-1%,32%,0%,-1%,6%[0.501 µM]
17%,-4%,OC[C@H]1NC[C@@H](O)[C@@H]1O,-9%,nt,-12%,32%,-2%,-3%,3%[59 µM]
141%[activator],-7%,CC(C)(C)C(=O)NC1(C(F)(F)F)NC(=O)N(Cc2ccccc2)C1=O (stereo unspecified),-10%,2%,-6%,25%,8%,-10%,nt

Some values from the list:
COc1ccc(N2CCN(C(=O)COC(=O)CSc3ccccc3)CC2)cc1 in G9a block → 16µM*
CCOc1ccccc1/C=N/n1nnnc1N in BAZ2B inh → 4%
COc1ccc(C2CCCN2C(=S)Nc2cccc(Cl)c2)cc1OC (stereo unspecified) in Pin1 inh → 0%

Remaining list, next part:
Pol iota inh,GLS inhibitor,compound,Tb PGK inh,BLM inh,Pin1 inh,HP1b binding inh,JMJD2A Tudor,BAZ2B inh,G9a block
15%,33%,CCOc1cc(N2CCOCC2)c(OCC)cc1NC(=O)c1cc(S(=O)(=O)N2CCOCC2)ccc1Cl,-6%,nt,7%,-16%,?,?,50µM*
22%,1%,Cc1oc(-c2cccc(F)c2)nc1CN1CCCN(C(=O)c2ccco2)CC1,0%,-1%,7%,30%,-19%,-25%,4%
2%,-13%,O=C(NN=Cc1ccccc1)c1ccccc1,-8%,nt,-4%,7%,2%,nt,nt
22%,-10%,CC(=O)N1CCN(C(=O)CN2C(=O)NC(C)(c3ccc4ccccc4c3)C2=O)CC1 (stereo unspecified),-4%,nt,1%,14%,-9%,?,10%[12.7 µM]
4%,2%,COC(=O)c1c(C#N)c(N)nc2c1CCC2,-3%,-2%,-1%,17%,2%,2%,9%[12.7 µM]
15%,4%,O=C(COc1c(Cl)cc(Cl)cc1Cl)c1ccc(Cl)cc1,-8%,1%,-3%,14%,26%,3%,4%
34%[activator],0%,COc1ccccc1CN1CCNC(=O)C1CC(=O)NCCCn1cccn1 (stereo unspecified),-7%,-1%,-17%,17%,2%,-22%,-2%
4%,-2%,Cc1ccc(CC(=O)NCC2CCCCC2)cc1,-2%,-4%,-5%,67%[activator],5%,-11%,20%
3%,-9%,O=C(c1cc2ccccc2cc1O)N1CCN(c2cccc(Cl)c2)CC1,-7%,nt,1%,-16%,-30%,18%,?
1%,-2%,Cc1cccc(Cc2nnc(CCC(=O)N3CCCCC3c3nccs3)o2)c1 (stereo unspecified),-4%,-3%,-3%,22%,-19%,-11%,-29%
-12%,7%,CC(=O)c1cn(CCOc2ccc(F)cc2)c2ccccc12,-10%,-4%,0%,40%[activator],4%,4%,7%[0.501 µM]
129%[activator],4%,CC(C)c1ccc(NC(=O)NC2(C(=O)NCc3cccnc3)CCCCC2)cc1,5%,-4%,5%,23%,-13%,-2%,-7%
-11%,-20%,Nc1ccc2c(c1)C(=O)c1cc(N)c(Cl)cc1-2,-8%,nt,1%,79%[activator],?,nt,nt
31%[activator],1%,O=C(CCNC(=O)c1ccc([N+](=O)[O-])cc1)NCCc1ccccc1,-3%,-13%,0%,15%,-4%,6%,11%
45%[activator],nt,COc1ccc(CN(Cc2ccccc2)C(=O)Nc2ccccc2)cc1COc1ccc(NC(C)=O)cc1,nt,nt,48%[activator],17%,?,nt,nt
-4%,2%,CCCN(CCC)CCCn1c(=O)[nH]c2ccccc21,5%,-1%,-7%,24%,4%,-7%,-26%
15%,-7%,CN(C)C(=O)c1ccc(NC(=O)c2sccc2-c2ccccc2)cc1,0%,-7%,-6%,38%[activator],-8%,-36%,17%
nt,nt,O=C(O)c1ccc2c(c1)C(=O)N([C@H](Cc1ccc(C(F)(F)F)cc1)C(=O)O)C2=O,nt,-2%,-15%,nt,-6%,5%,-1%[12.7 µM]
7%,32%[activator],CCOC(=O)c1ccccc1NC(=O)Nc1cc2c(cc1N1CCCC1)n(C)c(=O)n2C,4%,0%,2%,15%,?,50µM*,?
15%,9%,CCC1(C)N=c2c(c(=O)n(C)c(=O)n2C)=NO1 (stereo unspecified),-4%,-2%,9%,28%,11%,3%,1%[59 µM]

Complete entries as entered above. Values in the order: Pol iota inh	GLS inhibitor	Tb PGK inh	BLM inh	Pin1 inh	HP1b binding inh	JMJD2A Tudor	BAZ2B inh	G9a block
`Nc1ccc2c(c1)C(=O)c1cc(N)c(Cl)cc1-2` across the screens: -11%	-20%	-8%	nt	1%	79%[activator]	?	nt	nt
`O=C(CCNC(=O)c1ccc([N+](=O)[O-])cc1)NCCc1ccccc1` across the screens: 31%[activator]	1%	-3%	-13%	0%	15%	-4%	6%	11%
`O=C(NN=Cc1ccccc1)c1ccccc1` across the screens: 2%	-13%	-8%	nt	-4%	7%	2%	nt	nt
`O=C(O)c1ccc2c(c1)C(=O)N([C@H](Cc1ccc(C(F)(F)F)cc1)C(=O)O)C2=O` across the screens: nt	nt	nt	-2%	-15%	nt	-6%	5%	-1%[12.7 µM]
`CC(C)c1ccc(NC(=O)NC2(C(=O)NCc3cccnc3)CCCCC2)cc1` across the screens: 129%[activator]	4%	5%	-4%	5%	23%	-13%	-2%	-7%

Next results
Pol iota inh,GLS inhibitor,compound,Tb PGK inh,BLM inh,Pin1 inh,HP1b binding inh,JMJD2A Tudor,BAZ2B inh,G9a block
-1%,0%,CCC(=O)Nc1nc2nc(-c3ccccc3)cc(-c3ccccc3)n2n1,i,0%,0%,41%[activator],5%,-1%,0%
?,5%,CC(C)c1ccc(NC(=O)c2ccc(Cn3nc(N4CCN(c5ccccc5)CC4)ccc3=O)o2)cc1,8%,-11%,-5%,-8%,?,40µM*,?
8%,15%,O=C(Nc1ccccc1)Nc1ccc(C(=O)N2CCOCC2)cc1,?,1%,-6%,4%,-7%,2%,-7%[12.7 µM]
10%,4%,O=C(NCCCN1CCOCC1)C1(c2ccccc2)CCCC1,i,-1%,-13%,15%,5%,-3%,-7%[59 µM]
95%[activator],-4%,COc1ccc(S(=O)(=O)N2CCOCC2)cc1NC(=O)CSc1nnc(NC2CC2)s1,-2%,nt,-2%,33%,-11%,nt,nt
177%[activator],-6%,O=S(=O)(Nc1ccncc1Cl)c1ccc2ccccc2c1,-1%,-11%,-1%,50%[activator],1%,-14%,45µM*
21%,8%,COc1ccc(C)cc1NC(=O)c1ccc(CN2CCN(c3ccccc3)CC2)cc1,-1%,-2%,4%,-9%,?,?,50µM*
6%,0%,COc1cc(S(=O)(=O)N2CCN=C2c2ccccc2)ccc1F,i,-5%,-2%,36%,-10%,1%,0%[12.7 µM]
37%[activator],3%,Cc1ccc(-c2nc(-c3ccncc3)no2)c(C)c1,i,1%,3%,83%[activator],18%,14%,64%[activator]

Structures listed above shown as hits in JMJD2A Tudor:
Pol iota inh,GLS inhibitor,compound,Tb PGK inh,BLM inh,Pin1 inh,HP1b binding inh,JMJD2A Tudor,BAZ2B inh,G9a block
-7%,-4%,COc1ccc(C(=O)Nc2nc3n(n2)C(c2ccc(Cl)cc2)C=C(c2ccccc2)N3)cc1OC (stereo unspecified),9%,-6%,?,26%,56µM*,28µM*,?

Compound activity (PubChem)
